# From PubChem
# STAT3 blocker: inhibitors of IL-6 induced STAT3 signaling; U3A cells, IL-6 STAT3-luciferase reporter, luminescence; host cell line lacks STAT1; inhibition, % at 5.5 µM; 190,000 tested, 0.89% active; AID 862;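 active = inhibition above the mean inhibition across all screened compounds plus 3 SD, cut at about 44% in these data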;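 also: 0% = DMSO only wells and 100% = 100 µM nifuroxazide control wells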
# APP 5'UTR act: activates APP 5'UTR luciferase reporter; SH-SY5Y APP 5'UTR luciferase reporter, luminescence; zero percent = DMSO vehicle wells; activation, % at 2 µM; 190,000 tested, 1% active; AID 1276;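 active = activation above a set limit, based on mean plus 3 SD of controls, cut at about 140% in these data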; also: values of inactives mirror those of a sister screen read the other way
# TLR4-MyD88 BLA: inhibitors of human TLR4-MyD88 binding; 200,000 tested, 0.18% active; inhibition, % at 8.4 µM; AID 861; HeLa CL3-4 TLR4/MyD88 BLA complementation, FRET ratio; in the data active = inhibition above about 25%;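 also: 0% = vehicle and 100% = reference inhibitor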
# Target sequence (O00206 whole entry, looked up): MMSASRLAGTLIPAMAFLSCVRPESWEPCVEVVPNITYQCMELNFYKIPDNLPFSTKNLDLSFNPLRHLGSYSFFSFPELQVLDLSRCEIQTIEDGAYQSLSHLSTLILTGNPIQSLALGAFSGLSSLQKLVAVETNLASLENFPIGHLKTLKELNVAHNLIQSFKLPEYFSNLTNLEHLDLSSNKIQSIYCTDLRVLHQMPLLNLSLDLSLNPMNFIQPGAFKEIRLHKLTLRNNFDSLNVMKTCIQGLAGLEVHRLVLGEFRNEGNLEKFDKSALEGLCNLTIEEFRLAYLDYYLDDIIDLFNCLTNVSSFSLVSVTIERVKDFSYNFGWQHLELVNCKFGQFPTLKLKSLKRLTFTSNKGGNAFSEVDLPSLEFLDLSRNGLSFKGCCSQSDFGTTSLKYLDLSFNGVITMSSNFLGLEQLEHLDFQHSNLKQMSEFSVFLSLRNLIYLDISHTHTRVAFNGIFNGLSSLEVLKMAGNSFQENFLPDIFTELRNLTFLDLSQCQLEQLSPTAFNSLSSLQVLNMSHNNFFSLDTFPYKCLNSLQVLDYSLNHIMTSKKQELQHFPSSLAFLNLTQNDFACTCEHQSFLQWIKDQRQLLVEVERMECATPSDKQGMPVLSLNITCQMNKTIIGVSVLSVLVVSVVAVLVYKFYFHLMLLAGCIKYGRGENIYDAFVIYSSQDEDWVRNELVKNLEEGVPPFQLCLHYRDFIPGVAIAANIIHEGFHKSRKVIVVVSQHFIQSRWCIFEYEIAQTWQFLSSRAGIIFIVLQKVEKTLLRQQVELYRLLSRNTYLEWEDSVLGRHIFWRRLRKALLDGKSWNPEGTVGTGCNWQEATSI
# Target sequence (Q99836 whole entry, looked up): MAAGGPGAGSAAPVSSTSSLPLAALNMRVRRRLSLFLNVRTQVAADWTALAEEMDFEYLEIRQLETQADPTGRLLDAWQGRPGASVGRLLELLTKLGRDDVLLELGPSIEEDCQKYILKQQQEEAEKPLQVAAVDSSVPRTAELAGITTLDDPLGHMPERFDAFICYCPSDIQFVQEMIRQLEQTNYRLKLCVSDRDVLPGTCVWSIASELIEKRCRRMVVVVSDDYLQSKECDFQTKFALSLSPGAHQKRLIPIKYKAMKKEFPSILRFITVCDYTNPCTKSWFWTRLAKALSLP
# Hsp70 activator: Hsp70 transcriptional activation, primary screen. 200,000 tested, 0.04% active. HeLa Hsp70 promoter luciferase reporter, luminescence; scaled: vehicle 0, proteasome-inhibitor control 100%. activation, % at 10 µM. AID 1203;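 active = activation above the mean across all tested compounds plus 3 SD, cutoff set per campaign, cut at about 5.5% in these data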;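 also: 100% = MG132 at 30 µM as the positive control and 0% = DMSO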
# NF-kB expr up: compounds increasing NF-kB expression in human neuronal cells; NF-kB reporter expression; stronger effect = higher value; fold change at 12.5 µM; 190,000 tested, 1.6% active; AID 1239; in the data active = fold change above about 3.3
# STAT3 act: activators of IL-6 induced STAT3 signaling | U3A cells, IL-6 STAT3-luciferase reporter, luminescence; 100% = signal with IL-6 EC80 alone | AID 871 | 190,000 tested, 0.91% active | activation (% of control), % at 5.6 µM;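 active = activation above the screen-wide mean of compound activation plus 3 SD, cut at about 130% in these data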;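 also: 0% = background luminescence of wells with medium and substrate only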
#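 Test system: STAT3-luciferase reporter U3A cells; Detection: reporter luminescence signal; Times: 1 h compound pre-exposure, 6 h IL-6 stimulation, 37 °C; Benchmarks: IL-6-only high control; Also added: IL-6 stimulus at 33 ng/mL final.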
# Redox H2O2 prof: compounds producing H2O2 with reducing agent – biochemical, NIH compound library profiling, artefact control for MLSCN library redox annotation, primary screen. DTT-dependent redox cycling H2O2, phenol red/HRP absorbance; 100% = 100 µM peroxide control, 0% = buffer. activation, % at 10 µM. AID 878. 200,000 tested, 0.03% active;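 active = activation of at least 50% relative to the plate's high and low controls in the primary single-dose screen; inactive = activation below 50%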;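 also: compound incubated with DTT at 0.8 mM final as the reducing agent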
# STAT1 blocker: inhibitors of IFN-gamma induced STAT1 signaling | inhibition, % at 5.5 µM | AID 920 | 200,000 tested, 0.35% active | NIH 3T3 STAT1-luciferase reporter, luminescence;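 active = inhibition above a set limit, the mean inhibition across all tested compounds plus 3 SD, cut at about 34% in these data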;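 also: 0% = IFN-gamma with DMSO and 100% = IFN-gamma with 300 µM nifuroxazide; values of inactives mirror those of a sister screen read the other way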
# Efa HMGR inh: blocks class II HMG-CoA reductase of Enterococcus faecalis; 190,000 tested, 0.41% active; inhibition, % at 10 µM; purified E. faecalis HMGR, NADPH absorbance 340 nm kinetic; AID 1066;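 active = inhibition above a set limit, the median over all tested compounds plus 3 SD, cut at about 9.5% in these data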;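 also: enzyme runs in reverse so mevalonate oxidation gives rising NADPH absorbance; 0% = complete reaction with DMSO and 100% = background rate lacking mevalonate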
# STAT1 act: STAT1 signaling activation. NIH 3T3 STAT1-luciferase reporter, IFN-gamma, luminescence; 100% = IFN-gamma alone, no compound. activation (% of control), % at 5.5 µM. 200,000 tested, 2.6% active. AID 932;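 active = activation above the screen-wide mean activation plus 3 SD, cut at about 130% in these data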;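 also: raw ratio to IFN-gamma control signal so 100% means no change and 0% no light; values of inactives mirror those of a sister screen read the other way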
# Active calls of the source: *; x = no result given; & = joins results of further samples. The order is random (roughly 5.6% active in at least one column).
SMILES,STAT3 blocker,APP 5'UTR act,TLR4-MyD88 BLA,Hsp70 activator,NF-kB expr up,STAT3 act,Redox H2O2 prof,STAT1 blocker,Efa HMGR inh,STAT1 act
O=C(CC(Nc1ccccc1)c1ccc(F)cc1)c1ccccc1 (configuration not stated),-2,14,8,-0.2,1.6,101,0.3,-8,0,107
Cc1cc(C)n2nc(SCCOc3ccccc3F)nc2n1,14,18,-18,0.1,1.7,90,-2.0,-22,-1,120
O=C(NCc1ccco1)c1nn2c(C(F)(F)F)cc(-c3cccs3)nc2c1Cl,4,x,18,-0.3,1.4,97,0.8,-4,-3,105
CCCC(=O)NC(=S)N1CCN(c2ccc([N+](=O)[O-])cc2)CC1,2,-4,-6,-0.2,1.3,98,-0.1,1,-1,99
COc1cccc(-c2[nH]nc3c2C(c2ccsc2)C(C#N)=C(N)O3)c1 (configuration not stated),5,2,6,-0.1,1.2,104,2.6,15,-5,84
CN1/C(=c2/s/c(=C3/C(=O)N(c4ccccc4)NC3=Nc3ccccc3)n(C)c2=O)C(C)(C)c2ccccc21,-3,8,13,-0.1,1,107,-8.8,2,5,98
O=C(c1coc(=O)c(Br)c1)N1CCOCC1,4,13,-2,-0.4,1.3,99,0.1,3,-5,97
COc1ccccc1NC(=O)c1cc(S(=O)(=O)N2CCC3(CC2)OCCO3)ccc1F,10,7,2,-0.2,0.63,95,0.0,-6,x,105
Cc1cccc(-n2c(SCC(=O)N3CCCC3)nnc2-c2ccccn2)c1C,7,-10,9,-0.2,0.93,96,0.3,5,5,96
CCOC(=O)Cn1c2c(c(=N)c3c1CCC3)CCC2,0,-6,0,-0.3,0.98,102,1.0,0,-8,100
COc1ccc(S(=O)(=O)N2CCCC(C(=O)O)C2)cc1 (configuration not stated),7,12,-13,0.1,0.92,94,0.0,2,-6,100
COc1ccc(N2CCN(C(=O)C3CCN(S(=O)(=O)N4CCOCC4)CC3)CC2)cc1,22,7,-4,-0.4,1,83,-6.1,11,-3,90
CCC(C)(C(=O)NC1CCCC1)N(C(=O)Cc1cccs1)c1c(C)n(C)n(-c2ccccc2)c1=O (configuration not stated),23,9,-19,0.3,1.1,86,-0.2,-1,-5,99
CC(C)CNC(=O)NC(=O)COC(=O)c1ccccc1Sc1ccc(C(F)(F)F)cc1[N+](=O)[O-],-2,23,8,-0.1,1,102,0.0,-2,-7,101
CCOC(=O)c1sc(NC(=O)c2cccc(S(=O)(=O)N3c4ccccc4CC3C)c2)cc1C (configuration not stated),-3,4,-1,-0.6,0.98,103,-0.1,-3,-2,102
Cc1ccc2[nH]c(=O)c(CN(CCc3ccccc3)Cc3nnnn3CC3CCCO3)cc2c1 (configuration not stated),2,23,-7,-0.2,0.86,101,2.6,-3,-3,103
O=C(NNC(=O)c1cc(-c2ccccc2)n(-c2ccccc2)n1)c1cccc([N+](=O)[O-])c1,1,19,1,-0.3,1.2,98,0.2,3,-8,98
Cc1cc(C)c(C#N)c(N2CCC(C(N)=O)CC2)n1,2,27,2,-0.2,1,102,-1.8,1,1,98
C=CCNC(=S)Nc1ccc(N2CCOCC2)c(S(=O)(=O)Nc2ccccc2Cl)c1,5,4,-3,0.1,1.1,102,0.3,-2,-7,100
COc1ccc(S(=O)(=O)N(Cc2ccccc2)Cc2nc3ccccc3c(=O)[nH]2)cc1,15,8,-15,-0.5,1.4,95,0.1,2,-1,98
CCCn1c(SCC(=O)Nc2cccc(C(=O)OCC)c2)nnc1-c1ccoc1C,12,-1,2,-0.1,1.1,92,-0.4,-15,0,114
CCN(CC)c1ccc(/C=C(\C#N)C(=O)c2ccc(Br)cc2)cc1,3,-36,-6,-0.4,1.1,97,0.5,17,-1,85
O=C(Nc1ccc(Oc2ccccc2)cc1)C1CCCO1 (configuration not stated),2,20,5,-0.1,1.7,102,-0.3,-36,-3,132*
COC(=O)c1ccc(C)c(NC(=O)c2nn(C)c(=O)c3ccccc23)c1,9,22,-1,0.0,1.1,97,-0.7,-1,-2,101
Cc1cccc(-n2ncc3c(NCc4ccco4)ncnc32)c1,-7,49,3,-0.1,2.6,112,-0.5,-31,-7,130*

# The closing two compounds of the part before are carried over, then new ones follow.
SMILES,STAT3 blocker,APP 5'UTR act,TLR4-MyD88 BLA,Hsp70 activator,NF-kB expr up,STAT3 act,Redox H2O2 prof,STAT1 blocker,Efa HMGR inh,STAT1 act
COC(=O)c1ccc(C)c(NC(=O)c2nn(C)c(=O)c3ccccc23)c1,9,22,-1,0.0,1.1,97,-0.7,-1,-2,101
Cc1cccc(-n2ncc3c(NCc4ccco4)ncnc32)c1,-7,49,3,-0.1,2.6,112,-0.5,-31,-7,130*
O=C(NCCc1c[nH]c2ccccc12)OCCSS(=O)(=O)O,-6,8,13,-0.2,1.1,107,0.1,1,-4,98
Cc1ccc(NC(=O)COc2ccccc2[N+](=O)[O-])nc1,51*,31,2,0.1,5.5*,60,-2.2,5,-8,95
COc1cccc(NC(=S)N(CCCN2CCOCC2)C(C)c2cc3ccccc3o2)c1 (configuration not stated),5,9,-27,0.1,1,98,-0.3,12,-1,87
Nc1nc(Cl)nc2c1ncn2[C@H]1C[C@H](O)[C@@H](CO)O1,10,-76,-2,-0.3&0.3,0.82,93,-0.7,17,-9&7,84
CN(CC(=O)Nc1cccc(F)c1)CC(=O)Nc1cccc([N+](=O)[O-])c1,-4,11,4,-0.4,0.94,106,-0.9,9,-4,91
CCOC(=O)N1CCN(CC(=O)N2CCC(C(N)=O)CC2)CC1,2,9,-2,-0.2,0.89,104,6.3,-7,3,105
COC(=O)Cc1c(OC)ccn(CCc2c[nH]c3ccccc23)c1=O,-3,90,-2,0.3,2.7,107,-0.7,-38,-6,136*
CCC(C(=O)N1CCN(S(C)(=O)=O)CC1)c1ccccc1 (configuration not stated),10,3,-17,0.2,0.9,94,1.1,2,-2,95
O=C(OCc1nc2ccccc2s1)c1cnccn1,-37,79,8,-0.2,0.91,136*,2.8,-17,-3,115
O=C(CCn1nnc2ccccc21)Nc1nnc(COc2ccccc2F)s1,16,13,7,-0.4,0.95,92,0.8,11,-2,90
Cn1c(N)c(C(=O)COC(=O)c2cnc(Cl)c(Cl)c2)c(=O)n(C)c1=O,2,9,9,0.0,1.2,103,-0.1,-6,4,106
Cc1[nH]n(C(N)=S)c(=O)c1N=Nc1ccc(S(=O)(=O)N2CCCC2)cc1,6,-2,-5,0.0,1.1,97,1.3,-1,-3,101
CN(C)C(CNC(=O)CNC(=O)c1ccc(Br)cc1)c1ccccc1 (configuration not stated),4,34,-5,-0.1,1.1,104,0.4,4,-1,95
COc1ccc(-n2c(O)c(C=NC3CC3)c(=O)[nH]c2=O)cc1,2,4,-14,-0.2,1.2,101,2.2,2,-8,98
COc1ccc(C(NC(=O)C(C)C)c2c(O)ccc3ccccc23)cc1 (configuration not stated),-4,3,6,-0.2,1.1,108,0.2,-7,7,107
CCCC(C(=O)NCC1CCCO1)N(Cc1ccco1)C(=O)CNS(=O)(=O)c1ccccc1 (configuration not stated),-3,18,16,0.4,1.3,107,2.4,-2,0,102
CC1=C(C(=O)Nc2cccc(F)c2)C(c2ccsc2)C2=C(CC(C)(C)CC2=O)N1 (configuration not stated),1,-60,13,-0.3,1.2,98,-0.1,8,-3,93
COc1ccc(C2C(CC(=O)O)=C(Nc3ccccc3)C(=O)N2c2ccccc2)cc1 (configuration not stated),9,23,6,0.1,1.4,98,-0.5,-13,1,111
O=C(CC1SC2=NCCN2C1=O)Nc1ccc(Br)cc1 (configuration not stated),2,12,11,-0.2,1.2,102,0.1,1,0,99
CCCOc1ccc(C(CC(=O)O)NC(=O)c2sc3ccccc3c2Cl)cc1 (configuration not stated),1,17,7,0.2,1.2,105,-0.2,-6,5,106
O=C(NC1CC1)C1CCN(C2CCN(C(=O)CC3=CCCCC3)CC2)CC1,1,0,-13,0.6,1.2,101,-1.3,0,2,98
CCS(=O)(=O)n1nc(-c2ccco2)nc1SC,-5,-19,-13,-0.1,1.2,104,0.0,-2,-6,101
CC(C)OC(=O)c1c(-c2ccc(C(C)C)cc2)csc1NC(=O)C1CCCO1 (configuration not stated),-1,15,-4,-0.1,1.1,107,-4.5,4,-2,96
Cc1cc(N/N=C/c2c(O)ccc3ccccc23)nc(-c2ccccc2O)n1,-12,-58,3,-0.4,0.45,108,-0.2,2,1,98
CC(=O)OCC1CCCC2=C(C)C(=O)CCC21COC(C)=O (configuration not stated),-8,-6,-11,1.2,1.1,112,-0.1,-5,1,104

# Remaining list, next part:
SMILES,STAT3 blocker,APP 5'UTR act,TLR4-MyD88 BLA,Hsp70 activator,NF-kB expr up,STAT3 act,Redox H2O2 prof,STAT1 blocker,Efa HMGR inh,STAT1 act
c1ccc(-n2nnnc2Oc2cccc3cccnc23)cc1,-12,-9,3,-0.2,0.97,113,3.0,-5,5,105
c1ccc(Nc2ccccn2)cc1,15,-6,11,-0.2,1.3,90,0.7,-3,-10,102
COC(=O)c1ccc(CSc2ccc3nnc(-c4ccc(F)cc4)n3n2)o1,-1,1,-5,-0.2,0.82,102,-1.6,13,-3,87
CCCCN(CC)S(=O)(=O)N1CCC(C(=O)NCCCN2CCOCC2)CC1,11,-1,-4,-0.2,1.1,97,-0.1,-12,-1,111
COc1ccc(-c2[nH]ncc2/C=N/NC(=O)c2ccc(Br)cc2)c(OC)c1,-1,6,8,-0.3,0.99,103,0.2,-10,2,109
O=C(NNC1=NCCC1)c1cccc(S(=O)(=O)N2CCOCC2)c1,3,1,2,0.1,0.97,96,0.3,1,-8,99
CCn1c(O)c(/C=C2\C=NN=C2c2ccc(C)cc2)sc1=S,-10,18,4,-0.4,1.2,112,0.0,5,-1,95
COc1ccc(Br)cc1CN(C)CC(=O)Nc1cc(Cl)cc(Cl)c1,4,21,13,-0.5,0.88,97,0.2,-6,-1,105
CCCCOc1ccc(C(=O)N/C(=C/C=C/c2ccccc2)C(=O)N2CCOCC2)cc1,-14,9,-5,-0.2,0.5,115,-0.1,-6,0,106
Cc1cc(=O)oc2ccc(OC(=O)CN3C(=O)c4cccc([N+](=O)[O-])c4C3=O)cc12,-10,11,4,-0.3,1.4,106,-0.6,8,0,94
O=C(COc1cccnc1[N+](=O)[O-])NC1CCS(=O)(=O)C1 (configuration not stated),-1,3,4,0.3,0.99,104,0.2,-11,0,110
CCOc1ccc(N2CC(C(=O)NCCN3C(=O)S/C(=C\c4ccc(OC)c(OC)c4)C3=O)CC2=O)cc1 (configuration not stated),1,-6,2,-0.5,1.1,100,-0.8,0,-3,100
CN1C(=O)C(O)(C2COC(C)(C)CC2=O)c2ccccc21 (configuration not stated),3,-1,-7,0.3,0.96,101,0.0,-8,-4,107

# Nothing new here: an excerpt of the list.
SMILES,STAT3 blocker,APP 5'UTR act,TLR4-MyD88 BLA,Hsp70 activator,NF-kB expr up,STAT3 act,Redox H2O2 prof,STAT1 blocker,Efa HMGR inh,STAT1 act
c1ccc(-n2nnnc2Oc2cccc3cccnc23)cc1,-12,-9,3,-0.2,0.97,113,3.0,-5,5,105
c1ccc(Nc2ccccn2)cc1,15,-6,11,-0.2,1.3,90,0.7,-3,-10,102
